Bioassay records as filed in PubChem.
Texas Red fluor – compounds fluorescent in Texas Red spectral region; Compound fluorescence, Texas Red channel, 547/618 nm; hits give high values; AID 587; max dye-equivalent concentration, M; 59,000 tested, 0.06% active; in the data active = max dye-equivalent concentration above about 10 nM; inconclusive = between about 1.1 nM and that limit
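Dye-equivalent concentrations come from scaling compound signal (ex 547, em 618 nm) to six Texas Red standard concentrations run on every plate, after 15 min room-temperature incubation in pH 8.0 Tris (100 mM).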
BRCT inh red – inhibitors of human BRCA1 BRCT-phosphoprotein interaction (red fluorophore) | P38398 | BRCT-phosphopeptide binding, red fluorescence polarization | Potency, µM (top dose mostly 76.9 µM), inactives show at the top dose activity change, negative = inhibition, hits mostly inhibitors | 75,000 tested, 0.03% active | AID 892; note: % is set by controls: 0 for no effect and ±100 for the full control effect
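Fluorescence polarization: 100 nM His-tagged BRCA1 BRCT with 100 nM TAMRA-labelled phospho-BACH1 decapeptide, phosphate buffer pH 7.3 with 150 mM NaCl, DTT, 0.01% Tween 20; 12 min RT. Binding inhibition seen as FP decrease.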
4-MU autofl – compound fluoresces in the 4-MU spectral region; compound autofluorescence, 340/450 nm, 4-MU equivalents; hits give high values; max dye-equivalent concentration, M; 59,000 tested, 11% active; in the data active = max dye-equivalent concentration above about 10 nM; inconclusive = mostly about 1.1 nM to 9.6 nM
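Intrinsic fluorescence at 340/450 nm (ex/em) was read after 15 min at room temperature in pH 8.0, 100 mM Tris. Each compound concentration expressed as 4-MU-equivalent concentration from a six-point 4-MU standard series on each plate.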
Fluorescein fluor – compound autofluorescence in fluorescein spectral region; Compound autofluorescence, 480/540 nm, fluorescein-equivalent; hits give high values; max fluorescein-equivalent concentration, M; 59,000 tested, 0.91% active; AID 593; in the data active = max fluorescein-equivalent concentration above about 10 nM; inconclusive = between about 1.1 nM and that limit
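Read-out is intrinsic compound fluorescence at 480/540 nm (excitation/emission), expressed as dye-equivalent concentration using a fluorescein standard series run on every plate. Compounds sat 15 min at room temperature in 100 mM Tris, pH 8.0.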
BRCT inh green – blocks human BRCA1 BRCT binding to phosphopeptide, green readout | P38398 | AID 875 | BRCA1 BRCT-phosphopeptide binding, green fluorescence polarization | Potency, µM (doses to about 76.9 µM), without a hit: top-dose activity change, negative = inhibition, most hits filed as inhibitors | 75,000 tested, 0.05% active;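 note: potency is the fitted concentration of half-maximal effect; plate controls were peptide without protein for full effect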
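Fluorescence polarization: His-tagged BRCT (~35 kDa BRCA1 C-terminus, 250 nM) bound to 100 nM fluorescein-labeled phosphorylated 10-aa BACH1 peptide, pH 7.3 phosphate buffer with DTT and Tween 20. Compounds incubated 12 min at room temperature; inhibition read as lowered polarization.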
A350 autofl – compound fluoresces in the Alexa 350 spectral region | Compound autofluorescence, 340/450 nm, Alexa 350 dye-equivalents; hits give high values | max dye-equivalent concentration, M | 59,000 tested, 11% active | AID 590; in the data active = max dye-equivalent concentration above about 10 nM; inconclusive = mostly about 1.1 nM to 9.6 nM
USP2a inhib – USP2a (human) protease inhibition; O75604; USP2a enzymatic assay, qHTS inhibition; Potency, µM (series often up to 38.3 µM), for the others: at the top dose activity change, negative = inhibition, hits mostly inhibitors; 60,000 tested, 0.1% active;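 note: potency is the fitted concentration of half-maximal effect; nearly all actives have a fitted effect of over 60% in size; plate controls were DMSO for no effect and NEM full inhibition control for full effect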
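Inhibition is measured in a cell-free coupled assay with 20 nM USP2 core, 20 nM Ub-PLA2 and 20 uM NBD C6-HPC, 2.5 h incubation. Activity normalized to NEM control.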
Caspase-1 inhib – caspase-1 (human) inhibition, allosteric or competitive; P29466; Caspase-1 enzyme, Ac-WEHD-AFC fluorogenic rate; Potency, µM (titrated, usually from 57.5 µM), inactives show at the top dose activity change, negative = inhibition, usual class: inhibitors; 75,000 tested, 0.03% active;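 note: potency is the fitted concentration of half-maximal effect; plate controls were vehicle for no effect and no substrate for full effect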
Target sequence (P29466 120-297 limits assumed): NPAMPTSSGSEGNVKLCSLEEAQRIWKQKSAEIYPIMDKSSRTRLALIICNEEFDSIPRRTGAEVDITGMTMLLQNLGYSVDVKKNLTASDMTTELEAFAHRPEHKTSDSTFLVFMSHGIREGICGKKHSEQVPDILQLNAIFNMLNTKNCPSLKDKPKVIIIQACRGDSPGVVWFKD
Target sequence (P29466 317-404 limits assumed): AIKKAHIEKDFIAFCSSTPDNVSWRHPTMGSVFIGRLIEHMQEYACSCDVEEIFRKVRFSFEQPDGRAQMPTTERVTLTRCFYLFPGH
Rhodamine fluor – rhodamine region autofluorescence. 59,000 tested, 0.05% active. Rhodamine-region fluorescence, 547/598 nm, Tris buffer; hits give high values. AID 594. max dye-equivalent concentration, M; in the data active = max dye-equivalent concentration above about 11 nM; inconclusive = between about 1.1 nM and that limit
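Read-out is relative fluorescence at 547 nm excitation and 598 nm emission, expressed as dye-equivalent concentration using rhodamine standards on every plate. Each compound was profiled across a concentration series after 15 min in 100 mM Tris, pH 8.0.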
Casp7 inh – caspase-7 (human) inhibition, allosteric or competitive; P55210; recombinant caspase-7, Ac-DEVD-AFC fluorescence rate; Potency, µM (highest dose often 57.5 µM), inactives show at the highest dose activity change, negative = inhibition, most hits filed as inhibitors; 75,000 tested, 0.02% active; AID 889; active = well fitted inhibition curve with a large enough effect in the main read-out, with a control signal flat, not every such curve was filed as active; inconclusive = small, poorly fitted or top-dose-only effect, or a change in a side signal; note: potency is the fitted concentration of half-maximal effect; % of control where 0% means no effect
Target sequence (P55210 24-198 limits assumed): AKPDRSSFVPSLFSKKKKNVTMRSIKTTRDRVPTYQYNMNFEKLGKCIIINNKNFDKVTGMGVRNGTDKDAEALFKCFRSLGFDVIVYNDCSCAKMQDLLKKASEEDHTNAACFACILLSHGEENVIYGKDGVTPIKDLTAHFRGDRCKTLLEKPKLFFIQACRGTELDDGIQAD
Target sequence (P55210 207-303 limits assumed): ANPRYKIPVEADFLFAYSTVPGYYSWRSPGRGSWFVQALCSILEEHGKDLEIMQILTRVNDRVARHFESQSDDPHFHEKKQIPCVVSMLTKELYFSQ
HEK293 cAMP cs – raises cAMP in parental HEK293 cells, TSHR agonist counter-screen; AID 938; parental HEK293 CNG cAMP sensor, membrane potential fluorescence; Potency, µM (doses to about 57.1 µM), without a hit: top-dose activation, hits mostly activators; 73,000 tested, 2.5% active; note: potency is the fitted concentration of half-maximal effect; % of control where 0% means no effect; nearly all actives have a fitted effect of over 55% in size
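Counterscreen for endogenous-receptor signalling: CNG-channel HEK 293 cells report cAMP rise by membrane depolarization. After 60 min dye equilibration with 100 uM RO 20-1724, compounds incubated 30 min before bottom-read fluorescence at 590 nm.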
An asterisk follows results filed as active; i = inactive; ? = inconclusive; . = not tested or not shown; [ ] = dose if it differs, or a comment. Unless noted, calls come from the whole dose curve; as a rule, active = well fitted curve in the direction sought with a large enough effect; inconclusive = small, poorly fitted or top-dose-only effect, or another doubt; inactive = no such curve, though single readings can be large; an effect the other way counts as inactive or inconclusive. Only part of the results is shown; rates above refer to the full screens.

SMILES | Texas Red fluor | BRCT inh red | 4-MU autofl | Fluorescein fluor | BRCT inh green | A350 autofl | USP2a inhib | Caspase-1 inhib | Rhodamine fluor | Casp7 inh | HEK293 cAMP cs
CCCCn1c(N)c(N(CCC(C)C)C(=O)CSc2nnc(C)s2)c(=O)[nH]c1=O | i | -2.6% | i | ? | -1.3% | i | 28% | 1% | i | -2% | -7%
O=C(c1cccc(Cl)c1)N1CCN(C(=O)c2ccco2)CC1 | . | 1.0% | . | . | -1.7% | . | 7% | -3% | . | 1% | -3%
COC(=O)c1ccc(NC(=O)CSc2n[nH]c(-c3ccncc3)n2)cc1 | i | 0.5% | i | ? | 0.1% | i | -3% | -1% | i | -4% | -5%
COc1ccc(NC(=O)N2CCCc3ccccc32)cc1 | . | -0.2% | . | . | -2.6% | . | 2% | 1% | . | -3% | 13%
Cc1nc2c(c(=O)n1CC1CCCO1)c1nc3ccccc3nc1n2CC(C)C (stereo unspecified) | i | . | 3.5e-08M* | i | . | 3.1e-08M* | . | . | i | . | .
N#CCCN(Cc1cccnc1)C(=O)Nc1cccc(Cl)c1 | i | 0.0% | i | i | -0.1% | i | 0% | 0% | i | -1% | 3%
CCC(C(=O)O)C1CCC(C)C(C(C)C(O)C(C)C(=O)C(CC)C2OC3(C=CC(O)[C@@]4(CC[C@](C)(C5CC[C@@](O)(CC)C(C)O5)O4)O3)C(C)CC2C)O1 (stereo partly specified) | . | -17% | . | . | -4.3%[3.08 µM] | . | 19% | 1% | . | -1% | .
O=C(CN1C(=O)NC2(CCSC2)C1=O)N1CCN(c2ccc(F)cc2)CC1 (stereo unspecified) | i | 1.4% | i | i | -2.0% | i | 7% | -2% | i | 0% | -9%
Cc1nc2sccn2c1-c1nc(C2CC2)c(C(=O)c2ccc3c(c2)NC(=O)CO3)s1 | i | 1.1% | 1.5e-08M* | ? | -2.2% | 1.9e-08M* | 7% | -14% | i | -14% | -2%
c1ccc2c(N3CCCCC3)nc(N3CCCC3)nc2c1 | i | -2.2% | 8.8e-08M* | i | 3.4% | 7.8e-08M* | -2% | -1% | i | -1% | 13µM*
CCOc1ccc(-c2cc(CCCC(=O)Nc3cc(OC)ccc3OC)no2)cc1 | i | 0.7% | i | i | -0.7% | i | 6% | -1% | i | -2% | ?
COc1ccccc1CN1CC2(CCN(S(=O)(=O)c3ccccc3)CC2)C1 | i | -0.8% | i | i | -3.4% | i | 34%[activator] | -3% | i | 0% | 8%
Nc1nonc1C(=O)NCCNC(=O)c1ccccc1F | i | -0.7% | i | ? | -2.8% | i | -2% | -2% | i | 1% | 8%
Cc1ccc(Nc2nc(C3CC3)cs2)cc1 | . | -1.6% | . | . | 0.1% | . | . | -3% | . | 0% | 4%
CCOC(=O)C(C)(C)[C@H](O)C(C)C | i | 2.1%[15.4 µM] | i | ? | 2.0%[15.4 µM] | i | . | -6%[11.5 µM] | i | 1%[11.5 µM] | -6%[11.4 µM]
CCOc1ccccc1N1CCN(S(=O)(=O)c2cccc3nsnc23)CC1 | i | -1.5% | i | i | 1.4% | i | 3% | -1% | i | -4% | 12%
O=C(CSc1nnc(-c2ccc(OC(F)F)cc2)o1)NC(=O)NCc1ccco1 | i | -3.7% | i | ? | 3.8% | i | 16% | -3% | i | -16% | 2%
COc1ccc(NC(=O)CSc2nnc(C(C)C)n2N)cc1 | i | -1.8% | i | ? | 0.3% | i | -10% | 0% | i | 2% | 3%
COc1cc(NS(=O)(=O)c2ccc(NC(=O)COc3ccccc3Cl)cc2)nc(OC)n1 | i | 0.6% | i | i | -0.4% | i | 4% | -6% | i | 0% | ?
CN(CC(=O)Nn1cnnc1)S(=O)(=O)c1cc(Cl)ccc1Cl | i | -0.3% | i | i | 0.4% | i | -4% | 0% | i | 0% | 2%
CCCn1c(-c2ccc(F)cc2)nc2c(N(C)CCN(C)C)nc(C)nc21 | . | -0.1% | . | . | -0.1% | . | . | -10% | . | 0% | ?
CN(CCC#N)CC(=O)Nc1ccc(NC(=O)CN(C)CCC#N)cc1 | i | 0.6% | i | i | -1.0% | i | 0% | 0% | i | 1% | -8%
O=C(COc1ccc(S(=O)(=O)N2CCCCC2)cc1)NC1CCCCC1 | i | 0.2% | i | ? | -2.6% | ? | -2% | -1% | i | 0% | 0%
c1ccc2c(NCCN3CCOCC3)nc(-c3ccoc3)nc2c1 | i | -1.8% | i | ? | 0.7% | i | 80%[activator] | -3% | i | -6% | ?
O=c1nc2n(c3ccccc13)Cc1ccccc1-2 | i | 0.0% | i | ? | -2.5% | i | -4% | -5% | i | -1% | 13%
COc1ccccc1Nc1nc(C)cc(C)c1C(N)=O | i | 0.6% | i | ? | -2.3% | i | -10% | 0% | i | 1% | -4%
CCc1ccc(NC(=O)CSc2nc3cc(C(=O)OC)ccc3c(=O)n2Cc2ccco2)cc1 | i | -2.2% | i | i | 0.1% | i | 9% | 1% | i | -2% | 20%
CN(c1ccccc1)c1ccc(/C=c2\s/c(=C(/C#N)C(=O)C(C)(C)C)n(Cc3ccco3)c2=O)cc1 | 5.4e-08M* | 0.1% | i | 3.4e-08M* | 94%[activator] | i | 17% | -1% | 3.6e-08M* | 3% | 4%
O=C(CSc1cccc(C(F)(F)F)c1)N1CCN(S(=O)(=O)c2ccccc2)CC1 | i | -1.5% | i | ? | -2.8% | i | 1% | 1% | i | -2% | 16%
Cn1ccnc1C(O)(c1nnc(-c2ccccc2)o1)C(F)(F)F (stereo unspecified) | i | 0.4% | i | i | 0.3% | i | 0% | -2% | i | 1% | 2%
c1ccc2nc3c(nc2c1)c1ccccc1n3CCN1CCOCC1 | ? | -1.0% | i | i | 0.0% | i | 16% | -12% | i | -13% | 21%
Cc1c(C)n(C(=O)CSc2nncn2C)c2ccccc12 | . | 0.7% | . | . | -1.8% | . | 3% | -2% | . | 0% | ?
CC1CCCCN1CCCn1c(=S)[nH]c2ccccc2c1=O (stereo unspecified) | ? | -0.3% | i | ? | 0.7% | i | -1% | -1% | i | -1% | 18%
O=C(Nc1nc2c(s1)CCCC2)C1CCCN1C(=O)c1cccs1 (stereo unspecified) | i | 0.1% | i | i | -0.1% | i | . | 0% | i | 0% | 5%
COCCCNC(=O)CCn1c(=O)c2ccccc2n(CC(=O)Nc2ccc(C)cc2C)c1=O | i | 0.4% | i | i | -1.1% | i | 4% | 1% | i | 0% | 1%
COc1ccc(S(=O)(=O)Nc2ccc(S(=O)(=O)N3CCOCC3)cc2)cc1 | . | -0.8% | . | . | -0.2% | . | -1% | 1% | . | 1% | 15%
CC(=O)c1nn(-c2cccc(Cl)c2)cc1C(=O)c1ccco1 | i | 0.7% | i | i | -0.8% | i | -2% | 3% | i | 0% | 12%
O=c1cc(-c2cccc(O)c2)oc2c(O)c(O)ccc12 | i | 1.0% | i | i | 0.2% | i | . | -1% | i | -2% | -27%
Cc1nn(C)c(C)c1NC(=O)CSc1nc(-c2ccccc2F)nc2c1cnn2-c1ccccc1 | i | -0.9% | ? | ? | -0.1% | ? | 27% | 0% | i | -1% | -10%
Cc1cc2c(cc(C(=O)N3CCC(C(=O)NC4CCCC4)CC3)n2Cc2c(F)cccc2Cl)o1 | . | 3.0% | . | . | -1.1% | . | . | 1% | . | -2% | 4%
O=C(NC1CCCCC1)N1CCCCCCC1 | i | -0.6% | i | ? | -1.3% | i | -1% | 1% | i | 1% | 12%
CS(=O)(=O)N1CCC(C(=O)Nc2cccc(C(F)(F)F)c2)CC1 | i | -4.4% | i | i | -1.1% | i | 0% | -2% | i | 4% | 4%
CN(C)CCNC(=O)NC1CCCCC1 | . | -1.0% | . | . | -1.7% | . | -4% | 0% | . | 2% | -1%
Cc1cccc(-n2c(C)nc3c(cnn3-c3ccc(F)cc3)c2=O)c1 | i | -0.8% | i | i | -3.0% | i | 6% | 2% | i | 0% | ?
CCCCN1CCc2c([nH]c3c(C)cccc23)C1=O | i | 1.1% | i | i | -1.0% | ? | -10% | -3% | i | -4% | 12%
O=C(NCc1ccco1)c1cc2sccc2n1Cc1ccc(F)cc1 | ? | -0.8% | i | i | 1.6% | i | 0% | 0% | i | -2% | ?
CC(C)[C@@H](C(=O)NCC1CCC(C(=O)O)CC1)n1nnc2ccccc2c1=O (stereo partly specified) | i | 0.1% | i | i | -0.6% | i | -1% | 2% | i | 1% | 7%
Cc1cccc(CN2CCN([C@@H](c3ccccc3)c3ccc(Cl)cc3)CC2)c1 | i | 0.7%[34.4 µM] | i | ? | 0.3%[34.4 µM] | i | 36%[activator][17.1 µM] | -2%[25.7 µM] | i | 2%[25.7 µM] | 27%[25.6 µM]

Compounds above containing a thiophene ring, fused or not:
SMILES | Texas Red fluor | BRCT inh red | 4-MU autofl | Fluorescein fluor | BRCT inh green | A350 autofl | USP2a inhib | Caspase-1 inhib | Rhodamine fluor | Casp7 inh | HEK293 cAMP cs
O=C(Nc1nc2c(s1)CCCC2)C1CCCN1C(=O)c1cccs1 (stereo unspecified) | i | 0.1% | i | i | -0.1% | i | . | 0% | i | 0% | 5%
O=C(NCc1ccco1)c1cc2sccc2n1Cc1ccc(F)cc1 | ? | -0.8% | i | i | 1.6% | i | 0% | 0% | i | -2% | ?
